RSV antiviral HEp-2: RSV antiviral activity via CPE protection, HEp-2 cells, primary 10 µM value included (AID 2391). actives 0.13% (n = 310,000). CPE inhibition, % at 10 µM, or IC50 in µM where a hit was titrated. HEp-2 cells, RSV-induced CPE inhibition; higher % means a stronger effect; in the data active means a potency from the dose series; further: strong numbers were not always called active
GPR35 antagonists: GPR35 antagonists blocking zaprinast-driven arrestin recruitment, primary screen, imaging, U2OS, beta-arrestin-GFP, zaprinast agonist (AID 2058); U2OS GPR35 beta-arrestin-GFP translocation imaging, zaprinast antagonism; higher % means a stronger effect; G-protein coupled receptor 35 (Homo sapiens); actives 0.052% (n = 290,000); one-dose inhibition, % at 10 µM; IC50 in µM for titrated hits;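 active means inhibition of at least 50% with at least 30 cells and total cytoplasm GFP at most 10,000,000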
ER stress rescue: rescue of cells from ER stress-induced death, primary screen, 384-well, CSM14.1, thapsigargin, ATP luminescence (AID 1222); CSM14.1 thapsigargin-induced death rescue, ATP luminescence; higher % means a stronger effect; one-dose cellular ATP content (survival), % at 20 µM; EC50 in µM for titrated hits; 190,000 tested, under 10 active;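 active means EC50 below 50 µM in the dose-response confirmation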;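 further: death triggered by thapsigargin at about 15 µM added after 2 h compound pretreatment; cell ATP read after overnight thapsigargin exposure of roughly 18 to 22 hours; normalized against plate controls of thapsigargin alone and 5% DMSO vehicle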
West Nile antiviral: West Nile virus antiviral activity, cell-based, CPE readout (AID 1621) | West Nile virus-infected cells, CPE inhibition; higher % means a stronger effect | one-dose CPE inhibition, % at 10 µM; IC50 in µM for titrated hits | actives 0.02% (n = 290,000); in the data active means a potency from the dose series; further: strong numbers were not always called active
Salmonella PhoP GFP: inhibitors of PhoP regulon expression, primary screen, Salmonella Typhimurium, GFP reporter (AID 1863). S. Typhimurium PhoP-regulated promoter GFP reporter, 4 h; higher % means a stronger effect. one-dose inhibition, % at 50 µM; IC50 in µM for titrated hits. actives 0.16% (n = 300,000);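 active means inhibition over 29.93%, a cutoff 3 SD above the screen mean, later confirmed by dose response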;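 further: 0% = low Mg2+ inducing control and 100% = high Mg2+ repressing control; strong numbers were not always called active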
LYP inhibition: inhibitors of LYP phosphatase, biochemical, fluorescence intensity, uHTS (AID 1779) | actives 0.054% (n = 290,000) | inhibition, % at 11.5 µM, or IC50 in µM where a hit was titrated | recombinant LYP phosphatase, fluorescence intensity; higher % means a stronger effect | Tyrosine-protein phosphatase non-receptor type 22 (Homo sapiens); in the data active means inhibition above about 50%;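 further: plate controls were vehicle with enzyme for no effect and no enzyme for full effect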
NS5 inhibitors: Dengue-2 NS5 methyltransferase inhibitors, primary screen, biochemical, confirmation dose response (AID 588689); Genome polyprotein (Dengue virus type 2 (strain 16681-PDK53)); Dengue-2 NS5 methyltransferase capping enzyme assay, biochemical; higher % means a stronger effect; one-dose inhibition, % at 25 µM; IC50 in µM for titrated hits; actives 0.3% (n = 340,000); in the data active means a potency from the dose series
MgcRacGAP inhibition: MgcRacGAP GTPase-activating activity inhibitors, confirmation, biochemical, ADP Hunter fluorescence; actives 0.6% (n = 340,000); Rac GTPase-activating protein 1 (Homo sapiens); inhibition, % at 30 µM, or IC50 in µM where a hit was titrated; MgcRacGAP-stimulated Rac1 GTP hydrolysis, ADP Hunter fluorescence; higher % means a stronger effect; GST-tagged Rac1 F28L mutant substrate;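 active means first-screen hits whose inhibition reached a set limit at any dose in the follow-up dose series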;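 further: fluorescence reports GDP produced by GAP-driven GTP hydrolysis; strong numbers were not always called active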
Large T inhibition: SV40 large T antigen inhibitors, biochemical (AID 1903); actives 0.39% (n = 310,000); inhibition, % at 20 µM; hits with a dose series show IC50 in µM; SV40 large T antigen ATPase/helicase inhibition assay; higher % means a stronger effect; in the data active means a potency from the dose series; further: strong numbers were not always called active
NS5 inhibitors pilot replicate: also measured in NS5 inhibitors; calls as there; inhibition, %; measured here: pilot screen replicate inhibition
An asterisk follows results filed as active; / = no result given. An unsorted share of the library; overall some 1.5% were active at least once.

SMILES	RSV antiviral HEp-2	GPR35 antagonists	ER stress rescue	West Nile antiviral	Salmonella PhoP GFP	LYP inhibition	NS5 inhibitors	MgcRacGAP inhibition	Large T inhibition	others
O=C(O)CCCCCNS(=O)(=O)c1ccc2c(c1)OCCO2	1.9%	1.8%	0.7%	0.4%	-1.4%	-7.5%	-4.6%	3.3%	20.8%
CC(=O)c1cc2c(=O)c3ccccc3oc2nc1C	1.8%	/	/	0.2%	/	/	-8.3%	9.7%	/
CN(CC(=O)Nc1ccc(Cl)cc1)CC(=O)Nc1ccc(C(N)=O)cc1	0.1%	1.8%	-0.2%	-0.1%	3.6%	-7.8%	-3.2%	1.6%	4.3%
COc1ccc(OCC(=O)OC2CCCN(C)C2)cc1 (stereo not drawn)	5.4%	18.1%	/	-0.1%	-3.3%	-4.3%	-10.7%	10.0%	10.0%
CN(CCOCCOc1ccc2ccccc2c1)Cc1ccccc1	-0.8%	-7.4%	-0.6%	-0.4%	5.4%	-6.1%	0.8%	3.5%	2.0%
CCN1CCCC1CNC(=O)c1ccc2c(c1)NC(=O)/C(=C\c1ccc(C)cc1)S2 (stereo not drawn)	-4.1%	15.3%	/	-2.1%	-8.7%	-11.6%	16.0%	13.3%	13.8%
N#C/C(=C\c1ccc[nH]1)C(=O)Nc1ccccc1[N+](=O)[O-]	18.9%	-5.4%	/	-1.1%	-3.9%	-4.1%	3.9%	7.2%	8.1%
O=C1CCC(=O)N1CC(=O)N(c1ccccc1)c1ccccc1	1.2%	-5.1%	-0.2%	0.0%	4.1%	-9.4%	-7.8%	4.5%	-7.2%
CN(C)C(=S)Nc1cccc(-c2n[nH]c(=S)o2)c1	-0.3%	-11.5%	3.3%	0.6%	-11.2%	-5.3%	-1.5%	10.7%	10.0%
Cc1cc(C)c2cc(C(=O)Nc3ccc(C)c(F)c3)[nH]c2c1	5.3%	-3.6%	/	0.5%	-8.2%	1.6%	0.7%	/	3.8%
Cc1[nH]c2ccccc2c1C(=O)COC(=O)c1ccc2c(=O)n3c(nc2c1)CCC3	2.4%	-8.7%	-1.7%	0.8%	-0.6%	0.1%	-11.9%	2.3%	8.4%
Cc1sc(NC(=O)/C=C/c2ccco2)c(C(=O)O)c1C	3.2%	-1.6%	/	1.2%	-3.7%	3.0%	1.6%	16.0%	22.5%
CC12COC3(C(=O)NCCc4ccccc4)CC1CCC32C (stereo not drawn)	1.7%	-1.7%	-8.2%	0.2%	0.9%	-3.8%	-1.5%	-1.4%	0.8%
C#CCCOC(=O)N1C2=NC(C(=O)OC)=C(C(=O)OC)[C@@H]3N(C)c4ccccc4[C@]23C[C@H]1C(=O)OC	3.4%	-16.5%	/	0.1%	-3.0%	-8.0%	-4.8%	1.5%	0.8%
O=[N+]([O-])c1cnccc1Nc1cccc(F)c1	0.2%	-11.0%	-1.2%	-0.2%	-1.6%	-5.8%	-4.8%	7.7%	0.3%
COc1ccc(-c2[nH]nc3c2C2(C(=O)N(CC(=O)O)c4ccccc42)C(C#N)=C(N)O3)cc1OC (stereo not drawn)	2.5%	8.5%	-0.3%	0.1%	4.3%	0.7%	0.7%	6.1%	23.6%
CN(C)c1nc(N2CCOCC2)nc(N(c2ccccc2)c2ccccc2)n1	/	2.5%	-0.5%	0.3%	10.9%	2.8%	-1.6%	0.6%	10.2%
Cc1cc(C)c2nc(N3CCC(C(=O)N4CCN(c5ncccn5)CC4)CC3)sc2c1	11.8%	-5.5%	0.0%	-1.0%	-7.0%	-10.9%	-2.0%	4.2%	-0.8%
COc1cc(/C=N/NC(=O)CCn2c3ccccc3c3ccccc32)ccc1O	21.4%	-9.9%	-1.8%	0.4%	-2.6%	6.3%	-2.0%	85.8µM*	13.3%
CC/C(C)=N/Nc1nc2c(c(=O)[nH]c(=O)n2C)n1Cc1ccccc1	0.3%	16.9%	/	-0.3%	2.6%	-3.1%	5.2%	11.0%	9.8%
CCC(C)n1c(SCC(=O)NC2CCCC2)nc2ccccc2c1=O (stereo not drawn)	-0.6%	/	/	/	-3.8%	/	-5.2%	4.2%	2.9%
O=C(Cn1nc(-c2ccco2)ccc1=O)Nc1ccc(Br)cc1	1.2%	7.4%	/	-0.6%	-7.9%	-1.3%	-3.1%	6.6%	21.9%
Cc1ccccc1CN1CCN(S(=O)(=O)c2cccc3nsnc23)CC1	9.1%	8.2%	/	-1.1%	-3.0%	2.1%	-3.9%	8.9%	27.4%
CCOc1ccc(NC(=O)COc2ccc(C(=O)NCc3cccnc3)cc2OC)cc1	3.2%	/	/	/	1.6%	/	2.9%	-1.0%	4.9%
CC(Cc1cccs1)NC(=O)Nc1ccc(F)cc1 (stereo not drawn)	6.0%	12.2%	0.0%	/	-17.4%	-8.6%	-7.3%	4.8%	4.4%

Molecules above containing two or more sulfur atoms (2):
SMILES	RSV antiviral HEp-2	GPR35 antagonists	ER stress rescue	West Nile antiviral	Salmonella PhoP GFP	LYP inhibition	NS5 inhibitors	MgcRacGAP inhibition	Large T inhibition	others
CN(C)C(=S)Nc1cccc(-c2n[nH]c(=S)o2)c1	-0.3%	-11.5%	3.3%	0.6%	-11.2%	-5.3%	-1.5%	10.7%	10.0%
Cc1ccccc1CN1CCN(S(=O)(=O)c2cccc3nsnc23)CC1	9.1%	8.2%	/	-1.1%	-3.0%	2.1%	-3.9%	8.9%	27.4%

Not a retest: an excerpt of the list.
SMILES	RSV antiviral HEp-2	GPR35 antagonists	ER stress rescue	West Nile antiviral	Salmonella PhoP GFP	LYP inhibition	NS5 inhibitors	MgcRacGAP inhibition	Large T inhibition	others
COc1cc(/C=N/NC(=O)CCn2c3ccccc3c3ccccc32)ccc1O	21.4%	-9.9%	-1.8%	0.4%	-2.6%	6.3%	-2.0%	85.8µM*	13.3%
CC/C(C)=N/Nc1nc2c(c(=O)[nH]c(=O)n2C)n1Cc1ccccc1	0.3%	16.9%	/	-0.3%	2.6%	-3.1%	5.2%	11.0%	9.8%
CCC(C)n1c(SCC(=O)NC2CCCC2)nc2ccccc2c1=O (stereo not drawn)	-0.6%	/	/	/	-3.8%	/	-5.2%	4.2%	2.9%
O=C(Cn1nc(-c2ccco2)ccc1=O)Nc1ccc(Br)cc1	1.2%	7.4%	/	-0.6%	-7.9%	-1.3%	-3.1%	6.6%	21.9%

New compounds follow
SMILES	RSV antiviral HEp-2	GPR35 antagonists	ER stress rescue	West Nile antiviral	Salmonella PhoP GFP	LYP inhibition	NS5 inhibitors	MgcRacGAP inhibition	Large T inhibition	others
COC(C/C=C\[C@@H](O)[C@@H](C)OCc1ccccc1)OC	3.1%	/	/	0.5%	/	/	6.8%	12.4%	9.9%
Cc1ccc2[nH]c3c(c2c1)CCN1C(=O)OC(C)(C)C31C (stereo not drawn)	0.6%	3.0%	-1.0%	-0.3%	-1.6%	-0.2%	-4.5%	6.6%	2.6%
O=C(CSc1ccccc1)Nc1ccc(C(=O)Nc2ccc(O)cc2)cc1	/	-17.8%	-7.1%	0.2%	-0.9%	-10.0%	4.9%	10.2%	21.1%
C/C=C(\C)C(=O)NCCN1C2=NC[C@@H](Cc3ccccc3)N2C[C@@H]1Cc1ccc(OC)cc1	-0.8%	/	/	-0.8%	/	/	4.7%	5.2%	23.7%
COc1ccccc1NS(=O)(=O)c1ccc(N/N=C/c2ccccc2OCC(=O)O)c([N+](=O)[O-])c1	-2.0%	-5.7%	-0.1%	0.1%	-1.6%	1.5%	56.5µM*	10.5%	16.7%
CCN(CC)C(=O)CSc1nnc(-c2ccncc2)n1N	1.1%	-7.0%	1.6%	-0.4%	6.4%	4.1%	-6.8%	3.0%	6.2%
COc1ccc(OC)c(C2=Nn3c(nnc3-c3ccco3)SC2)c1	-1.6%	3.3%	0.9%	1.8%	-1.5%	4.0%	-8.2%	-0.5%	0.8%	NS5 inhibitors pilot replicate=-8.2
C/C(=N\NC(=S)Nc1c(C)cccc1C)c1ccc(O)cc1	11.3%	-5.5%	/	0.2%	-8.1%	0.8%	-1.7%	10.1%	28.5%
COc1ccc(NC(=O)COC(=O)CNC(=O)C2CCCCC2)cc1	1.0%	-3.1%	-1.1%	0.4%	-3.8%	-7.0%	-1.5%	0.1%	16.9%
CN(C(=O)c1cccc(C#N)c1)c1nnc(C2CCOC2)s1 (stereo not drawn)	0.9%	-6.1%	-0.4%	1.3%	4.3%	-6.3%	-2.9%	2.0%	1.9%
COc1ccc(NC(=O)C(=S)NC2CCCCC2)cc1	4.2%	-0.5%	-0.2%	-0.9%	-8.4%	-3.7%	2.3%	2.2%	3.3%
COc1cc(OC)c(-c2nn3c(-c4ccco4)nnc3s2)cc1OC	/	-3.6%	0.7%	1.2%	6.7%	-5.4%	7.0%	8.7%	26.4%
O=C1CCCN1CCCNS(=O)(=O)c1ccc(F)c(F)c1	1.6%	0.9%	/	-0.3%	-11.7%	-8.7%	-1.9%	5.0%	12.5%
COc1ccccc1-c1c(C)nn2c(N3CCC(C(N)=O)CC3)cc(C)nc12	0.6%	7.3%	-1.7%	0.2%	0.9%	-0.4%	-2.1%	13.8%	6.9%
CCCCCC(=O)Nc1nc(C)c(-c2csc(Nc3cc(Cl)ccc3C)n2)s1	1.6%	1.9%	-2.4%	-0.1%	-3.4%	-5.9%	-4.0%	10.7%	14.7%
O=C(CC(=O)N1CCN(c2ccccn2)CC1)Nc1ccc2nc3n(c(=O)c2c1)CCCCC3	0.2%	-2.9%	1.4%	-0.1%	-8.1%	-3.5%	0.0%	3.0%	-8.0%
CCc1noc(C)c1C(=O)Nc1ccc(F)c(F)c1F	-0.5%	/	/	/	-7.8%	/	4.3%	5.5%	12.3%
Cc1c([N+](=O)[O-])ccc(S(=O)(=O)N2CCC(C(N)=O)CC2)c1C	0.6%	6.5%	-1.1%	-0.5%	-8.0%	-4.9%	0.0%	-3.1%	2.1%
C=CCSc1nnc2nc3c(nn12)c1cc(C)ccc1n3CC=C	40.7%	-14.6%	0.2%	-0.9%	6.1%	-4.9%	8.8%	-4.8%	-1.1%
C=CCN1C(=O)c2cccc3c(Br)ccc(c23)C1=O	9.2%	-3.6%	-0.4%	-0.6%	-3.8%	-3.2%	-1.4%	7.5%	10.6%
CC(C)(C)NC(=O)C(c1cccs1)N(C(=O)C(=O)NC1CCCC1)c1ccccc1F (stereo not drawn)	1.1%	-16.7%	1.3%	-0.7%	/	-7.1%	-7.1%	4.8%	/
COC(CN(C)C(=O)C1CCC(CNS(=O)(=O)c2ccc(C)cc2)CC1)OC (stereo not drawn)	-0.6%	-7.3%	/	-0.8%	-1.0%	-6.8%	-2.3%	10.1%	4.3%
O=C(O)c1ccccc1-c1ccccc1C(=O)NNc1ccc([N+](=O)[O-])cc1	-1.4%	9.2%	/	0.4%	-8.5%	-0.6%	-5.2%	3.7%	20.9%
CCOc1ccccc1-n1c(CNc2ccc(F)cc2)nnc1SCC(=O)NCc1ccco1	0.8%	8.3%	1.1%	-0.6%	-6.5%	-3.1%	-4.1%	13.0%	7.1%
